Source: PubChem
Pf apPOL inh – Pf-apPOL DNA polymerase inhibition | Recombinant Pf-apPOL, molecular beacon fluorescence, 1.5 h | inhibition, % at 10 µM | 210,000 compounds, 0.25% hits | AID 1794808
mHTT CaM bind – disrupts binding of mutant huntingtin to calmodulin | P42858 | AlphaScreen His-mHTT/GST-CaM binding, luminescence | inhibition, % at 15 µM | 190,000 compounds, 3.6% hits | AID 1671202;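 also: 0% = both proteins with DMSO and 100% = one protein alone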
Numbers without * were called inactive; i = inactive; . = not tested or not shown; & = joins results of further samples. Rule as the data show it: active = inhibition above about 50%; inactive = the rest.

SMILES	Pf apPOL inh	mHTT CaM bind
CC(C)CNC(=O)C1CC(=O)N(CCc2c[nH]c3ccc(F)cc23)C1 (stereo not given)	-2	1
Cc1ccc(N2C(=O)C3N=NN(CC(=O)Nc4ccc(F)cc4F)C3C2=O)cc1 (stereo not given)	-12	-3
COc1ccc(NC(=O)c2ccc(C(=O)O)cc2C(=O)O)c(OC)c1	5	6
Cc1ccc(CN(CC(=O)NCc2cccnc2)S(=O)(=O)c2ccc(C)cc2)cc1	-3	8
Cc1ccc(C(=O)c2cc([N+](=O)[O-])ccc2N2CCOCC2)cc1C	-8	0
Cc1ccc(-c2nccn3cc(C(=O)N4CCCCCC4)nc23)cc1	4	1
CC1CCN(c2ccc(-c3noc(C(=O)NC4CC4)n3)cc2)CC1	2	-1
Cc1cc(O)c(CN2CCN(C)CC2)c2c1C(=O)C(=Cc1ccncc1)O2	-5	1
O=C(NCC(O)C1CCCCC1)C1CC1 (stereo not given)	2	2
O=C(Cc1ccccc1)N1CCN(C(=O)c2ccccc2)CC1	1	-3
CC(C)N(CC(O)COCC12CC3CC(CC(C3)C1)C2)C(C)C (stereo not given)	-5	-2
COc1cccc(C(O)CN2CCN(c3ccccc3F)CC2)c1 (stereo not given)	-2	-1
O=C(NCCn1cc(SCC(=O)N2CCOCC2)c2ccccc21)c1ccccc1F	-3	5
O=C(CCSc1cccs1)Nc1cccnc1	-7	.
Cc1ccc(C(C)(c2ccc(N)cc2)c2ccc(N)cc2)cc1	-12	68*
Brc1ccc(-c2csc(Nc3ccc4c(c3)OCO4)n2)cc1	-4	61*
COc1cc(/C=C2/SC(=Nc3ccc(F)cc3)NC2=O)cc(OC)c1OC	-3	23
O=C(c1ccc(Cl)cc1)c1c(-c2ccccc2)cc(-c2ccc(Cl)cc2)c2c1C(=O)CCCC2	-3	.
CCOc1ccc2sc(C=NCc3ccc(F)cc3)c(O)c2c1	2	45
CC(C)CCCC(C)C1CCC2C3CC=C4CC(O)CCC4(C)C3CCC12C (stereo not given)	-5	-5

Additional results follow:
SMILES	Pf apPOL inh	mHTT CaM bind
CCOC(=O)N1CCN(S(=O)(=O)c2cccs2)CC1	-3&-8	2
CN(C(=O)c1ccc(Br)o1)C1CCS(=O)(=O)C1 (stereo not given)	0	.
Cc1cccc(OCC(=O)Nc2ccc(F)cc2)c1	-4	-13
CC(=O)Nc1ccc(S(=O)(=O)N2CCN(C(=O)c3cccc([N+](=O)[O-])c3)CC2)cc1	-10	5
O=C(c1ccsc1)N1CCC(n2c(-c3ccoc3)nc3cccnc32)C1 (stereo not given)	4	0
O=C(CNc1ccc(Cl)cc1)c1ccc(Cl)cc1	32	4
O=C(Nc1ccc(O)c(-c2nc3ccccc3s2)c1)c1cccc(F)c1	4	4
Cn1cc(Cl)c(C(=O)N2CCCC2c2ccccc2F)n1 (stereo not given)	-4	0
CCCCC1=NN(C(=O)c2ccc(Br)cc2)C(O)(C(F)(F)F)C1 (stereo not given)	-2	4
O=C(CSc1cccs1)Nc1cc(C(F)(F)F)cc(C(F)(F)F)c1	-5	.
N#C/C(=C\Nc1ccc(S(N)(=O)=O)cc1)c1nc(-c2cccc([N+](=O)[O-])c2)cs1	-10	3
Cc1ccc(NC(=O)CCCc2ccccc2)c([N+](=O)[O-])c1	-12	18
CCc1ccc2c(c1)C(O)(CC(=O)c1cccs1)C(=O)N2 (stereo not given)	-11	-4
COC(=O)c1ccc2c(=O)n(-c3cccc(F)c3)c(N3CCCCCC3)nc2c1	-3	-27
CCC(C(=O)Nc1cccc(NC(C)=O)c1)c1ccccc1 (stereo not given)	-5	6
Cc1nc(-c2ccc3c(c2)CCN3C(=O)C2CC2)cs1	-6	4
CCC1(CC)OC(c2ccc(F)cc2)Nc2ccccc21 (stereo not given)	14	-19
O=C(Cc1ccccc1Cl)N1CCCC(COc2ccc(C(=O)N3CCCC3)cc2)C1 (stereo not given)	13	7
COc1ccc(C2CC(c3ccc(F)cc3)n3nnnc3N2)cc1 (stereo not given)	1&-3	-7&18
COc1cc(-c2nnc(Nc3ccc4c(c3)OCO4)o2)cc(OC)c1OC	.	3

(continued)
SMILES	Pf apPOL inh	mHTT CaM bind
NS(=O)(=O)c1ccc(N=Cc2ccc(O)cc2)cc1	6	-4
Cc1ccc2c(Nc3ccc(Cl)c(F)c3)c(C(=O)N3CCSCC3)cnc2n1	-1	4
CCC1SC(=NC(=O)C(Cc2ccccc2)N2C(=O)c3ccccc3C2=O)NC1=O (stereo not given)	-2	16
Cn1c(=O)c(N2CCN(C(=O)Cc3ccc(Cl)cc3)CC2)nc2ccncc21	-3	11
O=C(Cc1ccsc1)N1CCN(C(=O)c2nnn3c2COC(c2ccccc2)C3)CC1 (stereo not given)	0	0
O=C(CSc1nnc2c(n1)[nH]c1ccccc12)Nc1ccc(Cl)c(Cl)c1	-6	1
O=C(Nc1ccccc1C(=O)O)c1cccc(NC(=O)c2cccs2)c1	3	14
Cc1ccc(NC(=O)Nc2nccn(-c3ccc(Cl)cc3)c2=O)cc1F	1	-7
Cc1ccc(C(=O)O/N=C(\N)c2ccncc2)c(Cl)c1	-6	i
Cc1ccc(Sc2cc(C(=O)N3CCOCC3)c3ccccc3n2)cc1	-5	1
O=C(NC1CC1)C1CN(C(=O)c2cccc(Cl)c2)CC1c1ccccc1 (stereo not given)	2	-2
CCN1CCCC1CNC(=O)C1c2cc(OC)c(OC)cc2C(=O)N(C)C1c1ccccc1F (stereo not given)	-10	-9
COCC(C)NC(=O)c1cc(-c2ccc(Cl)cc2)on1 (stereo not given)	-1	-4
Cc1cccc(C2CCC(C(=O)NCc3ccccn3)CN2C(=O)C2CC2)c1 (stereo not given)	-6	8
Nc1c(C(=O)NCCNC(=O)c2nnn(-c3ccccc3)c2N)nnn1-c1ccccc1	-5	21
C=CCNC(=O)c1c(Cl)nc(C)c([N+](=O)[O-])c1C	25	-1
Clc1ccc(-c2nc(-c3ccc4nncn4c3)no2)cc1	0	2
Cc1ccc(N(CC(=O)Nc2ccc(CC#N)cc2)S(=O)(=O)c2ccc(F)cc2)cc1	-8	5
O=C(Nc1ccc(F)cc1)c1nn(-c2ccc(Cl)cc2)c(=O)c2ccccc12	1	6
COc1ccc(/C=C/C(=O)NCc2cccnc2)cc1	-4	2

(next part)
SMILES	Pf apPOL inh	mHTT CaM bind
Cc1nc(C(=O)NC2CCN(Cc3ccccc3)CC2)c(C)n1C1CCN(C)CC1	-1	18
O=S(=O)(c1cccc(Cl)c1)N1CCc2nc(-c3ccc(F)cc3)ncc2C1	2	-8
COc1ccc(NC(=O)c2nnn(Cc3ccccc3)c2N)cc1	-5	0
CC(=O)Nc1ccc(C2(C(=O)NCc3ccccc3)CCCCC2)cc1	1	-12
Cc1ccc(-c2ncc(C(=O)Nc3cccc(C)c3)c(-c3ccncc3)n2)cc1	14	10
CCOC(=O)C1CCCN(C(=O)c2cnn(-c3ccccc3C)c2C)C1 (stereo not given)	2	-1
Cc1ccc(-c2cc(C(=O)NC3CCCCC3)c(C)[nH]2)cc1	-6	-1
CC(C)(C)N=C1Nc2ccccc2CNC12CCN(C(=O)c1ccc3nc[nH]c3c1)C2 (stereo not given)	-6	20
Cc1ccc(S(=O)(=O)ON=C(N)CC(=O)Nc2cc(C(F)(F)F)ccc2Cl)cc1	-16&-1	.
COc1ccc(C2=NOC(C(=O)Nc3c(C)n(C)n(-c4ccccc4)c3=O)C2)cc1OC (stereo not given)	-5	2
CC(=O)Nc1ccc2c(c1)CCc1ccccc1-2	-4&-5	.
O=C(NCCN1CCCCC1)c1cc2n(n1)CCCN(Cc1ccccc1)C2=O	-6	-7
Cc1ccccc1CC(=O)N1CCCC(COc2cccc(C(=O)N3CCCCC3)c2)C1 (stereo not given)	-4	15
O=C(c1cc(-c2cccs2)[nH]n1)N1CCC(c2nnc(C3CC3)o2)CC1	-3	-16
COc1ccc(Cn2c(CO)nc3ccccc32)cc1OC	-4&-2	-1&1
COc1ccc(-c2nc3c(c(=O)[nH]2)CCN(C(=O)NCc2ccco2)C3)cc1	5	12
CCOc1nc(NCC(=O)O)nc(NCC(=O)O)n1	0	-2
COc1ccc(C2=N/C(=C\C=C\c3ccccc3OC)C(=O)O2)cc1Br	-1	30
Cc1ncc(CO)c2cc(C(=O)Nc3cccc(C(F)(F)F)c3)c(=O)oc12	-2	1
Cc1sc2c(=O)n(C3CC3)cnc2c1C(=O)Nc1cccc(Cl)c1C	7	5

Continued.
SMILES	Pf apPOL inh	mHTT CaM bind
Cc1nc(Oc2ccc(Cl)cc2)c(C(=O)O)c(C)c1Cl	-2	0
COC(C#CC(C)(C)N(C)C)(c1ccccc1)c1ccccc1	-5	21
CNC(=O)N1CCC2(C1)NCc1ccccc1NC2=NC(C)(C)C (stereo not given)	-4	12
O=c1[nH]c2ccc(S(=O)(=O)Nc3ccccc3Br)cc2s1	0	-6
c1ccc(Cn2cnnc2C2CCCN(Cc3ccccn3)C2)cc1 (stereo not given)	-26	94*
CC1CN(S(=O)(=O)c2ccc(F)cc2)C(C)CN1S(=O)(=O)c1ccc(F)cc1 (stereo not given)	-6&-2	5&-2
CCc1ccc(NC(=O)CSc2nc3c(c(=O)n2-c2ccccc2)SCC3)cc1	2	15
CN(C)CCCNc1c(N)c(=O)oc2ccccc12	2	7
CC1CCN(C(=O)c2nc(-c3ccc(N4CCCCCC4)cc3)no2)CC1	-4	-21
CC(C(=O)NCCCN1CCN(C)CC1)C1CCN(S(=O)(=O)c2cccs2)CC1 (stereo not given)	-1	-5
COc1ccc(/C=C2/N=C(c3ccc(Cl)cc3Cl)OC2=O)c(OC)c1OC	-3	6
NC(=O)CSc1oc(-c2ccco2)nc1S(=O)(=O)c1ccc(Br)cc1	-2	20
c1ccc2c(c1)[nH]c1nc(SCCN3CCCCC3)nnc12	1	-3
CSc1sc(=S)sc1SC	-4	.
CSC1=NSC2=NC(=O)/C(=C\c3ccco3)C(=N)N12	-7	32
CCc1nc(C#N)c(N2CCOCC2)o1	.	-4
O=C(Nc1cccc(N2CCCN(Cc3ccccc3)C2=O)c1)C1CCCC1	-6	-4
NC(=NOC(=O)Nc1ccc(OC(F)(F)F)cc1)c1cnccn1	-13	.
O=C(Nc1ccccc1[N+](=O)[O-])c1cccnc1Cl	1	-1
COC(=O)C1Cc2ccc(Br)cc2C(=O)O1 (stereo not given)	-11	-1

The results go on.
SMILES	Pf apPOL inh	mHTT CaM bind
O=C(Cn1c2ccccc2c(=O)c2cc([N+](=O)[O-])ccc21)Nc1cccnc1Cl	-7	-3
Cc1cc2sc3ccccc3c(=O)c2cc1O	2	9
COc1cccc(CSc2nc(C)c(CC(=O)Nc3nnc(C)s3)c(=O)[nH]2)c1	-7	-2
O=[N+]([O-])c1ccc(-c2nc(C3CCCCC3)no2)cc1	-4	10
O=C(NCc1ccccc1C(F)(F)F)c1cc2c(s1)CN(C1CC1)C2	-6	-2
Cc1ccc(NC(=O)N2CCCC2c2nc(-c3cccc(C)c3)no2)cc1 (stereo not given)	-5	1
C=CCNC(=O)CN(C)S(=O)(=O)c1ccc(C)cc1	1	0
CCOC(=O)N1CCC2(CC1)N=C(c1ccccc1O)CC(c1ccccc1)N2 (stereo not given)	2	3
O=C(Nc1nc(-c2nc3ccccc3s2)cs1)c1ccno1	5	-8
COc1cc(/C=C2/SC(=O)NC2=O)cc(Br)c1O	-2	7
Cc1ccc(S(=O)(=O)N2CCc3nc(NC(=O)c4cc(F)ccc4F)sc3C2)cc1	0	11
O=C(Nc1ccc(N2CCCN(Cc3cccc(F)c3)C2=O)cc1)C1CCCC1	-8	-2
Cc1ccc(NC(=O)C2(N3C(=O)CC3c3ccco3)CCCCC2)cc1 (stereo not given)	0	3
CCC(C)NC(=O)C1CC(c2ccc(F)c(C)c2)CN(C(=O)c2ccccc2)C1 (stereo not given)	2	96*
CCNC(=O)NC1CCN(C(=O)c2ccccc2)C1 (stereo not given)	-1	-1
N#C/C(=C\c1ccc([N+](=O)[O-])cc1)c1nc(-c2ccc(F)cc2)cs1	-2	8
COc1cccc2cc(C(=O)Nc3ccc(F)cc3)c(=N)oc12	4	-1
COc1ccc(Br)cc1CN1CCCCCC1	12	-5
Cc1ccc(CNC(=O)C2(C)CCCN(C(=O)Nc3cccc(C)c3)C2)cc1 (stereo not given)	0	-4
CC(C)n1c(SCC(=O)c2ccccc2)nc2cc(Cl)ccc21	1	.

The last 2 records of the part above lead into the next:
SMILES	Pf apPOL inh	mHTT CaM bind
Cc1ccc(CNC(=O)C2(C)CCCN(C(=O)Nc3cccc(C)c3)C2)cc1 (stereo not given)	0	-4
CC(C)n1c(SCC(=O)c2ccccc2)nc2cc(Cl)ccc21	1	.
CCNC(=O)c1cc(NC(=O)C2CCC2)cc2nc(C)ccc12	14	-5
O=C(c1ccc(Br)cc1)c1ccc2c(c1)OCCO2	4	-30
O=C(O)CC(CC(=O)Nc1ccc(C(=O)O)cc1)c1ccccc1 (stereo not given)	94*	-5
COC(=O)c1ccccc1SN	-1	-7
CCOC(=O)C(C#N)=CNc1ccsc1C(=O)OC	-15	.

A different layout for part of the listing above.
CCNC(=O)c1cc(NC(=O)C2CCC2)cc2nc(C)ccc12
  Pf apPOL inh: 14 | mHTT CaM bind: -5

O=C(c1ccc(Br)cc1)c1ccc2c(c1)OCCO2
  Pf apPOL inh: 4 | mHTT CaM bind: -30

Grouped by structure, the compounds so far with a tert-butyl group (2)
SMILES	Pf apPOL inh	mHTT CaM bind
CC(C)(C)N=C1Nc2ccccc2CNC12CCN(C(=O)c1ccc3nc[nH]c3c1)C2 (stereo not given)	-6	20
CNC(=O)N1CCC2(C1)NCc1ccccc1NC2=NC(C)(C)C (stereo not given)	-4	12

These rows are one share of the data, so the mix of outcomes need not match the whole.
